Screening data (PubChem)
hK5 inh – kallikrein 5 (human) inhibition | Q9Y337 | recombinant hK5, fluorogenic AMC substrate cleavage | inhibition, % at 5 µM | 210,000 tested, 0.59% active | AID 873;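 active means inhibition of 40% or more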;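 further: 0% = enzyme controls without compound and 100% = no-enzyme blanks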
p97 inhibitor – human p97 ATPase inhibition; recombinant p97 ATPase, Kinase-Glo ATP luminescence, 3 h; AID 1481; P55072; inhibition, % at 8 µM; 220,000 tested, 0.42% active; in the data active means inhibition above about 15%;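 further: 0% = DMSO vehicle and 100% = wells lacking enzyme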
PERK inhibitor – inhibitors of human PERK kinase; inhibition, % at 5.6 µM; CHO PERK-DD fusion, SEAP luminescence translation reporter; 220,000 tested, 0.17% active; Q9NZJ5; AID 1416;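 active means inhibition above the mean inhibition of all tested compounds plus 3 SD, set separately per screening campaign, cut at about 2.9% in these data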;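 further: PERK kinase domain activated by AP20187 dimerizer at 100 nM; 0% = DMSO with dimerizer and 100% = rapamycin at 8.4 µM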
Target sequence (Q9NZJ5 whole entry, looked up, the tested form may be a part): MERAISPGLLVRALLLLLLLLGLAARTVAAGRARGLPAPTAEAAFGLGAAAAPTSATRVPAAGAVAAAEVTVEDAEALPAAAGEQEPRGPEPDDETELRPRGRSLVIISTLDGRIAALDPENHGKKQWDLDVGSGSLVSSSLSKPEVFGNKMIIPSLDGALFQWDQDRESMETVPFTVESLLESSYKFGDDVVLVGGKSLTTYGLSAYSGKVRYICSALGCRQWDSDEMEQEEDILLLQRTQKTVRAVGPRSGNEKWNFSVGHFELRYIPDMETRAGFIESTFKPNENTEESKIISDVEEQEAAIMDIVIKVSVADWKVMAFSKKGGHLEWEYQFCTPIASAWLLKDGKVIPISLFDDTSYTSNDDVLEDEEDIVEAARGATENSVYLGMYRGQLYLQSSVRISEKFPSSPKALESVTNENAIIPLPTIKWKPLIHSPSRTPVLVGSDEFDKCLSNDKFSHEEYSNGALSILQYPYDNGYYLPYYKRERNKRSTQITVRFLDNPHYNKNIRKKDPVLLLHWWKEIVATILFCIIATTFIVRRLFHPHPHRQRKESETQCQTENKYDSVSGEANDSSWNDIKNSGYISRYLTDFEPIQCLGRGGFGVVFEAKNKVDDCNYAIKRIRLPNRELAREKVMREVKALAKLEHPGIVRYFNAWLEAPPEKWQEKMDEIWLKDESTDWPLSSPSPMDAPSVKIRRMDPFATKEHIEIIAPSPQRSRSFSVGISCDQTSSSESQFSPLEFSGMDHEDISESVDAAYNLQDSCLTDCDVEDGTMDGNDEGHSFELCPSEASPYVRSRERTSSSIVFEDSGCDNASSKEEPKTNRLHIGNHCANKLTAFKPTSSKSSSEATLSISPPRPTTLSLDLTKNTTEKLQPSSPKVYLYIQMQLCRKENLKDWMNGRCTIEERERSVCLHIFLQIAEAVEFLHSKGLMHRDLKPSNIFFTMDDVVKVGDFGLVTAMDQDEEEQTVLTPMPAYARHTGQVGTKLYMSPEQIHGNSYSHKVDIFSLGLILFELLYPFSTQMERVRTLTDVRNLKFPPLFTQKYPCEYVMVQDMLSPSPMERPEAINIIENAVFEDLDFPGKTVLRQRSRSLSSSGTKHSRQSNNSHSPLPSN
Furin inhibitor – blocks human furin protease activity | purified furin, fluorogenic substrate cleavage | AID 463115 | inhibition, % at 30 µM | 220,000 tested, 0.061% active; in the data active means inhibition above about 25%; further: inactives centre near -15
Wee1 degr inh – blocks degradation of human Wee1 kinase; P30291; HeLa Luc-Wee1K328M stability, luciferase luminescence; 100% = proteasome inhibitor MG132 effect; reporter increase, % at 5 µM; 220,000 tested, 1.2% active; AID 1321;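 active means activation above the mean of all tested compounds plus 3 SD, set per screening run, cut at about 8.8% in these data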;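 further: cells exposed to compound for 20 h before luminescence read; 0% = DMSO alone and 100% = MG132 at 30 µM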
KCC2 mod – modulators of human KCC2 chloride dependent transport; KCC2 cells, thallium flux FluoZin-2 fluorescence; Q9H2X9; B-score of Tl+ flux slope (higher = more flux/activation; lower = inhibition) at 10 µM; 190,000 tested, 2.2% active;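 active means thallium flux slope and its plate-corrected score both differing from the plate sample mean at a set confidence after two filtering rounds, in either direction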;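 further: slope of fluorescence scaled to starting intensity during 10 to 20 s after thallium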
thrombin 1536 – blocks human thrombin protease activity; 220,000 tested, 0.26% active; P00734; alpha-thrombin, Boc-VPR-AMC fluorogenic substrate cleavage; inhibition, % at 5 µM;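 active means inhibition at or above 40%; inactive means inhibition below 40%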;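 further: 0% = enzyme with no compound and 100% = wells without enzyme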
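Material: human alpha-thrombin protein; Also added: Boc-VPR-AMC substrate, 15 µM final; Timing: enzyme reaction carried out at room temperature; Signal: fluorescence, ex 355 nm, em 460 nm; Measure: % inhibition of thrombin; Controls: enzyme without compound as high, wells lacking enzyme as low.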
FXIIa inh 1536 – blocks human coagulation factor XIIa protease activity. AID 800. 220,000 tested, 0.3% active. P00748. inhibition, % at 5 µM. purified FXIIa, Boc-QGR-AMC fluorogenic substrate, 2 h; in the data active means inhibition above about 40%;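 further: 0% = enzyme with no compound and 100% = blank without enzyme; many of its hits are not listed in these tables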
FXIa inh – factor XIa (human) inhibition | purified FXIa, Boc-Glu-Ala-Arg-AMC fluorogenic substrate | P03951 | inhibition, % at 5 µM | 220,000 tested, 0.14% active;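 active means inhibition of at least 40%; inactive means inhibition below 40%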;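 further: fluorescence of freed AMC excited at 355 nm; 0% = enzyme without compound and 100% = no enzyme blank; many of its hits are not listed in these tables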
* marks the source's active call; other numbers are inactive results; nt = no result given; [ ] = dose if it differs, or a comment.

Start of the data: the first three compounds as a preview:
Structure	hK5 inh	p97 inhibitor	PERK inhibitor	Furin inhibitor	Wee1 degr inh	KCC2 mod	thrombin 1536	FXIIa inh 1536	FXIa inh
Cc1ccc(C(C[N+](=O)[O-])c2c(-c3ccccc3O)[nH][nH]c2=O)cc1 (centres undefined)	-13	0	0.7	-7	-1	0.49	-6	0	-2
CCCCCOC(=O)C1=C(C)N(C)C(=O)NC1c1cc(Br)c(O)c(OC)c1 (centres undefined)	-1	2	-0.6	-20[20 µM]	1	-0.0069	15	18	4
OC(COc1ccc2cc(Br)ccc2c1)CN1CCN(c2ccccn2)CC1 (centres undefined)	1	-2	-0.1	-21[20 µM]	0	-0.25	-5	2	0

The whole of this part, previewed entries included:
Structure	hK5 inh	p97 inhibitor	PERK inhibitor	Furin inhibitor	Wee1 degr inh	KCC2 mod	thrombin 1536	FXIIa inh 1536	FXIa inh
Cc1ccc(C(C[N+](=O)[O-])c2c(-c3ccccc3O)[nH][nH]c2=O)cc1 (centres undefined)	-13	0	0.7	-7	-1	0.49	-6	0	-2
CCCCCOC(=O)C1=C(C)N(C)C(=O)NC1c1cc(Br)c(O)c(OC)c1 (centres undefined)	-1	2	-0.6	-20[20 µM]	1	-0.0069	15	18	4
OC(COc1ccc2cc(Br)ccc2c1)CN1CCN(c2ccccn2)CC1 (centres undefined)	1	-2	-0.1	-21[20 µM]	0	-0.25	-5	2	0
O=C(Nc1nnc(-c2ccncc2)o1)c1cccc(N2C(=O)CCC2=O)c1	-17	2	2.2	-27	5	-0.62	4	-2	-2
Cc1ccc(-n2[nH]c(C)c(C=Nc3ccc(C)cn3)c2=O)cc1	-5	-27	0.6	-23	-1	9.4*	4	19	4
COc1ccc(CSc2nc(C)cc(=O)[nH]2)cc1	-8	0	-0.6	-21	1	-0.19	0	5	-5
O=C(COC(=O)C1CC2C=CC1C2)Nc1ccccc1 (centres undefined)	-27	5	0.3	-23	2	0.13	-8	7	8
CC(c1cccs1)N(Cc1ccco1)C(=S)Nc1ccccc1Cl (centres undefined)	-14	1	1.2	-18	-3	-0.0066	1	6	-7
O=C(O)C1C2CCCCC2=C2CCCCC2C1C(=O)O (centres undefined)	-20	2	1.3	-24	-3	0.23	1	-4	-3
CC(C)(C)c1ccc(C(=O)Nc2ccc(CC(=O)O)cc2)o1	-6	0	-0.7	-15[20 µM]	-2	0.94	1	17	0
O=C(COc1ccccc1)NCC(=O)N/N=C/c1ccc(O)cc1O	-8	2	0.9	-13	2	-0.09	-6	0	-2
COc1ccc2cc(C3CC(c4ccco4)=NN3S(=O)(=O)c3ccccc3)c(Cl)nc2c1 (centres undefined)	-10	4	0.1	-23	16*	0.23	0	8	20
NS(=O)(=O)c1ccc(NC(=S)N2CCN(Cc3ccc4c(c3)OCO4)CC2)cc1	-5	4	1.2	-18	-2	-1.7	6	9	0
Fc1ccccc1COc1ccccc1CNCc1ccncc1	-12	1	-0.4	-14[20 µM]	-3	-1.4	1	6	1
O=C(NCCc1ccc(Cl)cc1)Nc1ccc(Cl)cc1	13	-1	1.2	-26	0	0.23	-3	2	-1
Cc1ccccc1N(CC(=O)Nc1ccc(S(=O)(=O)N2CCOCC2)cc1)S(C)(=O)=O	nt	3	2.2	-23	-1	-0.64	-1	6	1
CSC1=C(C#N)C(c2ccccc2)C(C(C)=O)=C(C)N1 (centres undefined)	5	-3	-0.4	2	1	-2.5	-16	8	12
COc1cccc(C2C(C(=O)Nc3ccccc3)=C(C)N=c3s/c(=C/c4ccc(OCC(=O)O)cc4)c(=O)n32)c1 (centres undefined)	2	-2	0.7	5	-2	-0.43	3	11	11
O=C(CSc1ncccc1C(=O)O)NCc1ccc(F)cc1	-9	3	-0.2	-29	-2	-0.012	0	13	6
CCN(CC)CCCNC(=S)Nc1ccc(Br)cc1	-1	5	1.0	-31	-3	0.046	3	4	0
O=c1c2c3c(sc2nc2n1CCCCC2)CCC3	-25	-3	-0.3	-16[20 µM]	1	-0.46	-4	-1	-3
CC(C)CC(=O)Nc1ccc(C(=O)Nc2cccc(O)c2)cc1	nt	4	0.4	-17	-3	0.18	-2	2	-3
CC(=O)N/C(=C/c1ccccc1)C(=O)N1CCCCC1	6	2	0.3	-18	-2	1.1	-9	-1	-6
CCCOc1ccc(N2C(=O)CC(S/C(N)=N/N=C(\C)c3cccs3)C2=O)cc1 (centres undefined)	5	2	0.0	-15[20 µM]	-2	0.14	2	16	17
O=C(COC(=O)/C=C/c1cccs1)NC(c1ccccc1)c1ccccc1	-4	1	0.7	-7	2	-0.49	-3	13	9
C/C(=N\NC(=O)C(=O)Nc1cc(Cl)ccc1Cl)c1ccncc1	-20	3	1.4	-10	-1	-0.36	-10	7	5
O=C(NN1C(=O)C2C3C=CC(C4CC34)C2C1=O)c1ccc(Cl)cc1 (centres undefined)	-4	-7	-1.4	19[20 µM]	2	nt	5	9	1
CCOc1ccccc1CNC(=O)c1ccc(Sc2ccc(Cl)cc2)c(NC(C)=O)c1	-17	9	-0.6	-11	-1	-0.059	-10	-2	4
CNC(=O)CCCCCNS(=O)(=O)c1ccc(C)cc1	-6	-2	0.4	-15[20 µM]	2	0.63	6	18	6
COc1cccc(/C=N/Nc2nc(Nc3ccccc3)nc(-n3nc(C)cc3C)n2)c1O	-9	-4	-0.9	-6[20 µM]	2	-0.18	-5	6	-4
CCCCCCCCCCCC(=O)NC(C(=O)OCC)C(O)c1cccc([N+](=O)[O-])c1 (centres undefined)	39	-1	0.2	-18[20 µM]	0	nt	1	16	28
NC(=O)c1ccccc1NC(=O)c1ccccc1S(=O)(=O)c1ccccc1[N+](=O)[O-]	36	-2	-1.0	5	2	1.4	18	22	10
Cc1ccc(OC(=O)CCC(=O)NC(C)c2ccccc2)cc1 (centres undefined)	-3	-6	0.5	-9	0	-2.6	1	9	5
CC1=C(C(=O)OCc2ccccc2)C(c2ccc(Cl)cc2Cl)NC(=O)N1CCCCCC(=O)O (centres undefined)	-2	4	0.7	-7	-1	-1.3	1	17	12
CCCCNC1=CC(=O)C(=O)c2ccccc21	1	5	0.7	-22	1	-0.76	5	3	-2
Cc1cc(-c2nn(-c3ccccc3F)cc2CN(C)CC(O)CO)c(C)s1 (centres undefined)	nt	3	0.8	-21	13*	nt	1	5	1
O=C(COCc1nc2ccccc2c(=O)[nH]1)NCC1CCCCC1	-6	-4	-1.1	-16[20 µM]	0	-0.12	2	12	7
CS(=O)(=O)Oc1ccc2c(c1)O/C(=C\c1cccnc1)C2=O	5	4	0.6	-15	2	0.76	-7	1	2
COC(=O)C1=C(C)NC2=C(C(=O)CC(C)(C)C2)C1c1ccsc1 (centres undefined)	-2	-1	-0.3	-11[20 µM]	0	-1	1	7	5
CCOC(=O)CCNc1n[nH]c(=O)[nH]c1=O	2	3	0.2	-32[20 µM]	-3	1.2	5	17	5
O=C(NCc1cccnc1)C1CCC(CNS(=O)(=O)c2ccc(Cl)cc2)CC1 (centres undefined)	0	4	2.0	-25	-1	0.12	0	5	-1
CCOC(=O)CCCc1ccc(/C(C)=N/NC(=S)NC)cc1	2	4	-0.6	-19	-1	2.2	1	7	3
Cc1ccc2nc(C)c3c(c2c1)COC3	-16	-4	0.7	-14	0	nt	-7	1	-15
CCOC(=O)N1CCC(NC(=O)c2ccc3nc4ccccc4c(=O)n3c2)CC1	-24	1	-0.5	-21[20 µM]	-3	0.51	-5	-16	-26
Cc1cccc(N2C(=O)/C(=C/c3ccccn3)SC2=S)c1	-2	11	1.0	-3	5	0.4	-2	5	1
Cc1ccc(-n2nc3ccc(NC(=S)NC(=O)/C=C/c4ccco4)cc3n2)cc1	-5	7	1.1	17	1	0.6	4	9	6
COCC(=O)N(C)c1nnc(-c2ccccn2)s1	-23	2	0.9	-18[20 µM]	0	0.028	0	11	7
O=C(c1ccc([N+](=O)[O-])cc1)N1CCSC1c1ccc(Cl)cc1 (centres undefined)	-17	-1	1.1	-12	0	-0.4	-1	9	8
Cc1cccc(C)c1OCCCN1CCCC1	4	1	-0.1	-30[20 µM]	0	-0.028	1	15	6
CN(c1ccc(C(=O)O)cc1)S(=O)(=O)c1ccccc1	2	4	0.8	-28	1	0.82	2	6	0

The results go on.
Structure	hK5 inh	p97 inhibitor	PERK inhibitor	Furin inhibitor	Wee1 degr inh	KCC2 mod	thrombin 1536	FXIIa inh 1536	FXIa inh
CCOC(=O)N1CCN(C(=O)c2ccccc2N(C)S(C)(=O)=O)CC1	-14	0	-0.8	-18[20 µM]	1	-0.64	55*	-4	-5
CCN(CC)CC#CCC(O)(c1ccccc1)c1ccccc1	3	2	0.7	-25	5	0.39	-1	6	-2
C#CCNC(=O)C1=C[C@@H](C2CC2)C[C@@H](OCc2ccc(CO)cc2)O1	3	0	1.8	-36	-3	-0.94	2	11	3
COC(=O)n1c(=O)oc2cc(S(=O)(=O)N3CCCCC3)ccc21	-14	4	2.4	-14	-2	0.98	0	5	7
CCN(CC)C(=O)/C(NC(=O)c1ccccc1)=C(/Sc1ncccn1)c1ccccc1	-14	-3	-1.0	-13	-1	0.53	-5	15	9
CSc1ccccc1C(=O)C1CCCN(C(=O)CCN2CCCO2)C1 (centres undefined)	nt	5	1.6	-24	-2	0.049	0	8	0
CCOc1ccc(N(CC(=O)Nc2ccc(C)cc2)S(=O)(=O)c2c(C)noc2C)cc1	-2	-6	-0.2	-2	1	0.82	-1	10	5
Cc1ccc(C)c(C(=O)CSc2nnnn2C(C)C)c1	-6	-3	-0.3	-16[20 µM]	1	-0.62	-13	-1	0
CCCC(=O)OCCn1c(Br)nc2c1c(=O)[nH]c(=O)n2C	-28	0	1.6	-35[20 µM]	-2	0.41	3	15	3
CCn1cc(C(=O)O)c(=O)c2cc(F)c(N3CCN(C(=S)NC(=O)c4cccc(C)c4)CC3)cc21	2	12	2.1	-29	-3	-0.86	-5	6	-2
CCN(CC)CCNC(=O)c1c(O)c2c([nH]c1=O)CCCC2	-11	1	-1.8	-14	-2	nt	3	18	7
CC(C(=O)Nc1ccc(S(=O)(=O)N2CCOCC2)cc1)N(c1ccccc1)S(C)(=O)=O (centres undefined)	-11	6	0.8	-22	-1	-0.05	-8	-15	-7
CCOC(=O)c1cccc2c(=O)c(C(=O)c3ccc(Cl)cc3)c(C(=O)OC)[nH]c12	0	1	1.6	2	-1	0.58	5	10	1
CC(C)(C)NC(=O)C(=O)NCc1ccncc1	-28	7	0.9	-12	-2	0.47	-6	10	4
COC(=O)c1nn(-c2ccc(C)cc2)c2nnc(Cc3ccccc3)c(=O)n12	-18	1	-0.7	-11	0	-0.22	-10	10	0
CCOc1ccc(CCNC(=O)C2CCN(c3nnc(-n4cccc4)s3)CC2)cc1OCC	-16	2	-0.5	-25	1	-1.2	3	15	5
O=[N+]([O-])c1cc2oc3c(c2c(C=NCc2ccncc2)c1O)CCCC3	-11	8	0.4	5	4	-0.52	4	12	8
CC(=O)c1c(-c2ccc(C)cc2)nc2c3ccccc3ccn12	2	-2	0.5	-33	2	-1.3	-4	11	-2
Cc1ccc(C)c(S(=O)(=O)Nc2cc(SCC(=O)O)c(O)c3ccccc23)c1	-157	6	-0.3	1	7	-0.039	-12	4	-4
CN1CCN(C(=O)c2cc(-c3cccc(Cl)c3)on2)CC1	-13	-4	-0.5	-26	2	nt	-4	6	-1
